Source: PubChem
NadD block: inhibitors of Staphylococcus aureus NadD | 360,000 tested, 0.78% active | inhibition, % at 20 µM | purified NadD enzyme, colorimetric absorbance read-out; in the data active = inhibition above about 26%; also: some compounds past the cut are filed as inactive
STEP block: blocks human striatal-enriched tyrosine phosphatase; P54829; inhibition, % at 20 µM; 360,000 tested, 0.25% active; AID 588621; recombinant STEP, OMFP fluorogenic substrate, fluorescence;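 active = inhibition at 20 µM, scaled per plate between control wells, above about 37%, limit read from the data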;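 also: 0% = DMSO with enzyme and substrate and 100% = substrate only without enzyme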
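Assay system: isolated STEP enzyme. Buffer or medium: pH 6.0 Bis-Tris with DTT and Tween 20. Also added: fluorogenic phosphatase substrate OMFP at 25 µM final. Dosing: 20 µM, 1% DMSO. Timing: 20 min reaction, room temperature, in the dark. Measured by: fluorescence intensity, excitation 480 nm, emission 540 nm. Evaluation: normalized % inhibition.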
SUMO1-SIM PPI: modulators of human SUMO1-mediated protein-protein interactions; SUMO1 binding to a labelled peptide, TR-FRET, 1 h; inhibition, % at 20 µM; 360,000 tested, 0.33% active; AID 602429; in the data active = inhibition above about 37%
Target sequence (P63165 whole entry, looked up): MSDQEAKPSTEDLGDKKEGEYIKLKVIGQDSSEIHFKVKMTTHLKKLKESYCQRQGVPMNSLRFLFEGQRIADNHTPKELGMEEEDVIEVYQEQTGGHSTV
LMPTP block: blocks human LMPTP phosphatase; AID 651560; P24666; inhibition, % at 20 µM; 360,000 tested, 0.22% active; recombinant LMPTP-A, OMFP fluorogenic substrate, fluorescence intensity;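 active = compounds that cut the enzyme signal by at least half of the control window in the single-dose screen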;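 also: plate controls were DMSO wells with enzyme plus substrate for no effect and substrate without enzyme for full effect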
Target sequence (P24666 whole entry, looked up): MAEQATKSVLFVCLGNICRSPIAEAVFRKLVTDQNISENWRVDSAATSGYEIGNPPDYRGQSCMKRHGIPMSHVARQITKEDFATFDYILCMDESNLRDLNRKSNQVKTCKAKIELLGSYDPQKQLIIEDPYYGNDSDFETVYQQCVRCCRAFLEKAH
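Assay system: LMPTP-A, protein tyrosine phosphatase of low molecular weight / Medium: pH 6.0 Bis-Tris buffer with DTT and Triton X-100 / Schedule: 50 min enzyme reaction at room temperature, protected from light / Measured by: endpoint fluorescence intensity from OMFP dephosphorylation / Read-out basis: % inhibition relative to no-enzyme and uninhibited control wells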
MT1-MMP act inh: inhibitors of human MT1-MMP activation; P50281; HT1080 RFP-PRO-GFP cells, GFP/RFP ratio fluorescence, overnight; percent of plate control window, DMSO zero; GFP/RFP ratio change, % at 20 µM; 360,000 tested, 0.061% active;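 active = GFP/RFP ratio change of at least 30% with cell ATP level not reduced by more than half and red fluorescence within 50% of control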; also: strong numbers were not always called active
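Test system: HT1080 RFP-PRO-GFP cells; Benchmarks: DMSO and RFP-L50D-GFP cell wells; Timing: cells overnight before dosing, compound overnight, 37 °C, 5% CO2; Compound: one 20 µM compound dose with 1% DMSO; Read-out: GFP/RFP fluorescence ratio.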
DNMT1 inh: blocks human DNA methyltransferase DNMT1; P26358; DNMT1 molecular beacon, Hinp1I cleavage, fluorescence; inhibition (reported as % activation of signal), % at 10 µM; 360,000 tested, 0.83% active; AID 588458; in the data active = inhibition above about 50%
Rpn11 block: Rpn11 (human) deubiquitinase inhibition. human 26S proteasome, Ub4-pepOG fluorescence polarization; 20S core pre-blocked with epoxomicin. calls only at 20 µM. 360,000 tested, 0.59% active. AID 588493;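 active = inhibition at 20 µM, scaled to each plate's controls, above about 33%, limit read from the data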
Target sequence (O00487 whole entry, looked up): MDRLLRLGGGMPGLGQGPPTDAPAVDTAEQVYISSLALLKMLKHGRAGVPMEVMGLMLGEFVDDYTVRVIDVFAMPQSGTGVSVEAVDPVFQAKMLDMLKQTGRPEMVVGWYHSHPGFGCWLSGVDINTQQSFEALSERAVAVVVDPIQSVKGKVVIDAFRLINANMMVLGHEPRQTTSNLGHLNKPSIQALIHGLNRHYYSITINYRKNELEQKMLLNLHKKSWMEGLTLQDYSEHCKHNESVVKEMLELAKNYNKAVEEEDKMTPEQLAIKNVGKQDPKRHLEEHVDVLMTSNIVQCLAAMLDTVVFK
NRP1-CendR mod: NRP-1/CendR interaction modulation; 360,000 tested, 0.85% active; AID 602438; O14786; inhibition, % at 25 µM; FAM-RPARPAR peptide binding to NRP-1, fluorescence polarization;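 active = inhibition or corrected inhibition above about 18%, plus a signal ratio from 0.5 to 1.5, limit read from the data, passing the limit was not always enough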; also: strong numbers were not always called active
SKN-1 inh: inhibitors of C. elegans SKN-1. 360,000 tested, 0.49% active. C. elegans VP596 Pgst-4::GFP/RFP ratio, acrylamide-induced, 24 h. inhibition, % at 21.8 µM;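 active = interference check ratio from 0.5 to 1.5 plus GFP to RFP signal ratio inhibition reaching or exceeding a fixed threshold, cut at about 30% in these data, passing the limit was not always enough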; also: some compounds called inactive have numbers as strong as hits
Scp-1 inhibitor: Scp-1 (human) phosphatase inhibition. 340,000 tested, 0.88% active. Q9GZU7. Recombinant Scp1, phosphopeptide, malachite green phosphate absorbance. AID 493091. inhibition, % at 20 µM;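 active = inhibition above about 50% at 20 µM, limit read from the data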;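 also: plate controls were DMSO wells with enzyme for no effect and wells lacking enzyme for full effect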
Target sequence (Q9GZU7 76-261 limits assumed): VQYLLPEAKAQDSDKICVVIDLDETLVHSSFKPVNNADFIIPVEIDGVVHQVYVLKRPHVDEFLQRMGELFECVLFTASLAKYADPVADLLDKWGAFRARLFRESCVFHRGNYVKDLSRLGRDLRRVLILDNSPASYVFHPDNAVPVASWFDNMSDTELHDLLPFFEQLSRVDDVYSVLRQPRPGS
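assay system = SCP-1 phosphatase catalytic domain, residues 76-261 | buffer or medium = 50 mM Tris acetate pH 5.5, 0.005% Tween-20, 10 mM MgCl2 | incubation = enzyme reaction 45 min at room temperature, colour 5 min, stabilisation 30 min | signal = Phosphate-binding colour reagent, absorbance read at 630 nm | measure = % inhibition at 20 µM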
Numbers without * were called inactive; i = inactive; · = not tested or not shown.

Structure	NadD block	STEP block	SUMO1-SIM PPI	LMPTP block	MT1-MMP act inh	DNMT1 inh	Rpn11 block	NRP1-CendR mod	SKN-1 inh	Scp-1 inhibitor
N#Cc1ccccc1NC(=O)C1SC(=Nc2ccccc2)C(C(=O)Nc2ccc(Cl)cc2)=C1N (stereo not given)	26	-3	1	4.4	-17	-36	i	-7	6	-7
CCOC(=O)CN1C(=O)S/C(=C\c2ccc(-c3ccc(C(=O)O)c(Cl)c3)o2)C1=O	-4	90*	14	12	-1	65*	i	-18	-21	90*
CC1(C)OC(=O)C2=C(C[C@@H](CCC(F)(F)F)O[C@H]2c2ccc(F)cc2)O1	-1	-3	5	-0.6	-2	-1	i	5	-10	·
Cc1ccc(S(=O)(=O)NN=C2CCN(Cc3ccccc3)CC2)cc1	3	2	24	-0.4	0	1	i	-26	8	-9
CCO[C@H]1OC(C(=O)N2CCN(C)CC2)=C[C@@H](c2csc3ccccc23)[C@@H]1CCCO	-3	0	1	-1.5	2	1	i	6	7	0
CCOCC(=O)Nc1cccc(OC)c1	-3	2	-2	-0.9	5	-5	i	-6	-6	-14
CCOC(=O)c1c(NC(=O)CSc2nnc(C)o2)sc(C)c1C	-4	4	1	-1.4	3	59*	i	8	1	-4
O=C(NCCc1ccco1)C(=O)NCCC1CCCCN1S(=O)(=O)c1ccccc1 (stereo not given)	-6	-1	2	0.9	18	1	i	-6	-18	-4
O=C(NC1CCCc2ccccc21)c1ccc(Br)cc1 (stereo not given)	-3	3	1	0.7	-3	1	i	-5	5	-1
NC(=O)CNC1CC(=O)N(CCc2ccccc2)C1=O (stereo not given)	-16	-1	1	-1.3	5	-4	i	-3	13	10
COc1ccccc1/C=N/Nc1cc(N(C)C)nc(N(C)C)n1	-12	3	-2	4.9	0	12	i	-1	-2	-9
c1ccc(-n2cnc3cc(NCc4cccs4)ccc32)cc1	7	1	-4	1.9	8	-15	i	-7	19	-11

(list continues)
Structure	NadD block	STEP block	SUMO1-SIM PPI	LMPTP block	MT1-MMP act inh	DNMT1 inh	Rpn11 block	NRP1-CendR mod	SKN-1 inh	Scp-1 inhibitor
O=[N+]([O-])c1cccc(C2CC(c3ccccc3)=NN2c2ccccc2)c1 (stereo not given)	2	7	-2	2.9	2	-7	i	10	1	-10
Cc1ccc(S(=O)(=O)N2CCCN(c3nc4cc(C)ccc4cc3C#N)CC2)cc1	16	-2	-26	1.8	-64	-14	i	-69	2	0
CC(=O)c1ccc(OCCCC(=O)Nc2cccc(S(=O)(=O)N(C)C)c2)cc1	0	-10	4	-1.9	2	8	i	-5	-12	-1
CNS(=O)(=O)c1ccc(NC(=O)c2ccc(Cl)cc2Cl)cc1	-3	-4	5	-2.0	2	1	i	2	0	-3
CCCNc1nc(OCC(F)(F)F)nc(OCC(F)(F)F)n1	4	2	-1	-1.9	2	1	i	-2	7	0
COc1cc(CCCN2C(=O)C(=O)NC[C@@H]2C(C)O)cc(OC)c1OC (stereo not given in full)	2	-1	3	-0.2	0	0	i	4	7	-1
CCCS(=O)(=O)n1nc(-c2ccccc2)cc1N	-9	0	4	-1.6	2	-2	i	0	11	1
COc1ccc(CN(C(=O)c2ccc3c(c2)OCCO3)C(C(=O)NC2CCCCC2)c2ccc3ncccc3c2)cc1 (stereo not given)	7	-1	-4	1.2	-2	-4	i	8	14	-1
CC1=CCC2([N+](=O)[O-])CN(CC(=O)O)CC1([N+](=O)[O-])C2 (stereo not given)	0	-2	0	-1.8	-6	7	i	0	7	0
CCOC(=O)CN(C(=O)CNC(=O)c1cccs1)C(C(=O)NC1CCCCC1)c1cccnc1 (stereo not given)	-5	-3	-3	-1.1	2	-1	i	-2	-11	6
O=C(CN(Cc1ccc(F)cc1)C(=O)c1csnn1)NC1CCCC1	-1	-1	1	-1.7	1	1	i	15	-16	-3
CN1CCN(C(=O)CCc2nc3ccccc3c(=O)[nH]2)CC1	1	-4	1	-0.8	1	2	i	-1	-6	-3

Single values from the entries so far.
Value of CCOC(=O)CN(C(=O)CNC(=O)c1cccs1)C(C(=O)NC1CCCCC1)c1cccnc1 (stereo not given) under SUMO1-SIM PPI: -3
Value of CCCS(=O)(=O)n1nc(-c2ccccc2)cc1N under NadD block: -9

Returning to the listing, starting 3 compounds before the break.
Structure	NadD block	STEP block	SUMO1-SIM PPI	LMPTP block	MT1-MMP act inh	DNMT1 inh	Rpn11 block	NRP1-CendR mod	SKN-1 inh	Scp-1 inhibitor
CCOC(=O)CN(C(=O)CNC(=O)c1cccs1)C(C(=O)NC1CCCCC1)c1cccnc1 (stereo not given)	-5	-3	-3	-1.1	2	-1	i	-2	-11	6
O=C(CN(Cc1ccc(F)cc1)C(=O)c1csnn1)NC1CCCC1	-1	-1	1	-1.7	1	1	i	15	-16	-3
CN1CCN(C(=O)CCc2nc3ccccc3c(=O)[nH]2)CC1	1	-4	1	-0.8	1	2	i	-1	-6	-3
CC(C)Cn1c(SC(C)C(=O)Nc2ccc(N3CCOCC3)cc2)nc2ccccc21 (stereo not given)	0	-4	-2	0.8	-1	-14	i	8	-13	-4
Cc1ccc(OCCC(=O)N(CCC(C)C)c2c(N)n(Cc3ccccc3)c(=O)[nH]c2=O)cc1	-2	0	22	-9.3	-16	-5	i	-23	-1	-8
Cc1ccc(-c2csc(NC(=S)NC(=O)c3cccs3)n2)cc1	5	-2	5	1.7	2	3	i	9	-2	-11
COC(=O)c1ccccc1NC(=O)CCCCCn1nnc2ccccc2c1=O	-7	-1	-2	0.3	-2	1	i	-2	-2	-14
O=C1CC(C(=O)O)C2(CCCC2)O1 (stereo not given)	-3	-4	1	-2.4	5	7	i	5	4	2
CC(=O)c1ccc(NC(=O)C(C)OC(=O)CCN=C2NS(=O)(=O)c3ccccc32)cc1 (stereo not given)	0	0	-2	-1.2	1	1	i	-1	7	4
O=C(Nc1ccc2c(c1)CCC2)Nc1ccccc1Cl	2	0	4	1.4	-6	-4	i	0	14	-2
CCOC(=O)c1ccc(NC(=O)CN(C)S(=O)(=O)c2ccc(OC)cc2)cc1	-4	-1	-1	0.0	0	6	i	4	5	1
O=C(/C=C/c1ccccc1)Nc1cccc(C(=O)NC2CC2)c1	-5	-3	-5	-0.5	1	0	i	0	-9	-4
CN(CC(=O)NC1CCCCC1)S(=O)(=O)c1ccc2c(c1)c(=O)n(C)c(=O)n2C	-1	-1	0	0.3	2	2	i	0	12	-6
CC(=O)c1c(C)[nH]c(C(=O)Nc2nccs2)c1C	-6	1	2	1.0	2	1	i	-2	4	-4
CC(C)CCNC(=O)C1CC(c2ccc(C(F)(F)F)cc2)=NO1 (stereo not given)	-2	0	-3	0.4	6	1	i	-3	-12	18

(listing goes on)
Structure	NadD block	STEP block	SUMO1-SIM PPI	LMPTP block	MT1-MMP act inh	DNMT1 inh	Rpn11 block	NRP1-CendR mod	SKN-1 inh	Scp-1 inhibitor
O=C(Cc1cccc(NC(=O)C2CCCN(C(=O)C3CC3)C2)c1)Nc1ccc(C(=O)N2CCCCC2)cc1 (stereo not given)	4	0	1	-0.7	3	2	i	0	-11	4
Cc1ccc(C)c(N2CCN(C(=O)CCCCCn3c(=S)[nH]c4ccc(N5CCOCC5)cc4c3=O)CC2)c1	23	2	-17	4.8	-11	-11	i	0	-12	-5
COc1ccc(NC(=O)CCNC(=O)c2ccco2)cc1S(=O)(=O)N(C)C	-5	4	2	3.7	20	-1	i	0	14	-3
Cc1csc(NC(=O)CN2CCCCCC2)n1	1	0	-1	-1.4	-1	-2	i	11	7	-5
Cc1cnc(C(=O)Nc2ccc(N3CCCCC3)cc2)cn1	2	-1	3	0.3	·	12	i	-33	25	1
CC(C)(C)OC(=O)NCCCCCNC(=O)c1[nH]cnc1C(=O)Nc1cc(Br)ccc1F	6	1	-1	1.5	-5	-2	i	-2	-6	·
CNC(=O)N/N=C(\N)c1ccccn1	2	-1	-1	-1.5	1	1	i	-7	-1	-5
CN(CC(=O)NCC1CCCO1)S(=O)(=O)c1ccc2ccccc2c1 (stereo not given)	-4	2	-1	-1.0	-2	2	i	-1	12	·
Clc1nc(NCCc2ccccc2)c2cn[nH]c2n1	3	1	-2	12	7	9	i	-2	-4	8
CC(C)C(=O)Nc1cccc(C(=O)NCCc2ccc(S(N)(=O)=O)cc2)c1	3	-3	1	-2.2	-3	-1	i	-2	7	-8
CC1(C)CC(=O)C(C=Nc2ccc3c(c2)OCO3)=C(O)C1	4	0	-18	0.6	-1	-2	i	-7	7	-3
CC12CCC(C(=NO)C1=O)C2(C)C (stereo not given)	0	7	1	-0.1	2	-2	i	5	9	-15

The results go on:
Structure	NadD block	STEP block	SUMO1-SIM PPI	LMPTP block	MT1-MMP act inh	DNMT1 inh	Rpn11 block	NRP1-CendR mod	SKN-1 inh	Scp-1 inhibitor
CN(C)c1ccc(-c2ccnc3c2CC(C)(C(=O)NCC2CC2)O3)cc1 (stereo not given)	-9	2	5	-2.0	-1	3	i	0	5	·
Cc1nn(-c2ccccc2)c(C)c1[N+](=O)[O-]	2	-2	-3	-0.4	1	-4	i	-9	-12	-3
CCOC(=O)c1ccc(NC(=O)CCc2nnc3ccc(N4CCCC4)nn23)cc1	0	-4	-6	0.1	-6	0	i	16	-2	1
CC(C#N)Sc1nnc(-c2ccccc2F)n1C1CC1 (stereo not given)	-9	2	0	-1.5	-1	1	i	-13	-1	-1
